mIAP activ: increases mouse intestinal alkaline phosphatase activity; 0.24% of 330,000 active; muIAP, CDP-Star luminescence, 30 min; hits give high values; 1 = vehicle-only enzyme signal, 0 = enzyme-free wells; activation factor at 10 µM;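 active = activation factor of at least 2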; also: the source names both 10 and 20 µM as test concentration; values of inactives mirror those of a sister screen read the other way
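Assay system: mouse IAP enzyme; Reagent: CDP-Star chemiluminescent phosphatase substrate; Compound: DMSO-dissolved test compounds; Incubation: 30 min, room temperature; Technique: luminescence from enzymatic CDP-Star hydrolysis; Controls: DMSO-only wells and no-enzyme negative control.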
hIAP inh: human IAP inhibition | P09923 | purified IAP, CDP-Star luminescence, 30 min | inhibition, % at 10 µM | 0.12% of 330,000 active | AID 2544;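 active = inhibition reaching a set limit with compound at 10 µM in the primary screen, cut at about 35% in these data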;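 also: plate controls were DMSO wells with enzyme for no effect and no-enzyme buffer wells for full effect; values of inactives mirror those of a sister screen read the other way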
NALP3 yeast inh: inhibitors of NALP3 inflammasome in yeast | inhibition, % at 10 µM | 0.39% of 330,000 active | Yeast reconstituted NLRP3/ASC/caspase-1, beta-gal luminescence, 24 h;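 active = inhibition of 50% or more; inactive = inhibition below 50%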;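 also: plate controls were induced DMSO wells for no effect and uninduced yeast grown without galactose for full effect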
A3G deaminase: APOBEC3G (human) deaminase inhibition. Q9HC16. recombinant A3G, ssDNA deamination FAM/TAMRA fluorescence. inhibition, % at 20 µM. 0.28% of 330,000 active;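 active = inhibition of at least 40% at 20 µM, with no more than 30% in the related APOBEC3A deaminase screen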;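 also: plate controls were DMSO wells with A3G for no effect and wells lacking A3G enzyme for full effect; some compounds called inactive have numbers as strong as hits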
Target sequence (Q9HC16 whole entry, looked up): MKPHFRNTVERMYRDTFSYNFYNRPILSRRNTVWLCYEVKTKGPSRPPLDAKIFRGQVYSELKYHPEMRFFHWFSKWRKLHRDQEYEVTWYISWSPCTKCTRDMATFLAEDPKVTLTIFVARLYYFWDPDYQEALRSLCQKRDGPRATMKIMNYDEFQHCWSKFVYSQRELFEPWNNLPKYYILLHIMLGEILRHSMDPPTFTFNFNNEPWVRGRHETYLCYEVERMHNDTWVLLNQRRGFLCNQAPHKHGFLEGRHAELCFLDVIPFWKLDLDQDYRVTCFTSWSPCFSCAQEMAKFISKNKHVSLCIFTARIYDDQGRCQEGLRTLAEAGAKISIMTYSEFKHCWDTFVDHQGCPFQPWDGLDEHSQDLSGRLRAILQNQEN
mIAP inh: blocks mouse intestinal alkaline phosphatase. purified mouse IAP, CDP-Star luminescence, 30 min. inhibition, % at 10 µM. 0.2% of 330,000 active;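 active = inhibition of at least 40% at 10 µM in the primary screen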;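 also: plate controls were DMSO with enzyme for no effect and no enzyme wells for full effect; values of inactives mirror those of a sister screen read the other way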
SENP1 inh: blocks the human SENP1 SUMO protease catalytic domain | Q9P0U3 | recombinant SENP1 catalytic domain, CyPet-SUMO1-YPet FRET cleavage | 0.21% of 360,000 active | AID 624204 | inhibition, % at 10 µM;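 active = inhibition at least 30% at 10 µM, raw YFP signal under a set limit, fluorescence ratio 0.5 to 1.5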;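 also: 0% = enzyme with DMSO and 100% = no enzyme wells; some results filed as inactive read as strong as hits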
Target sequence (Q9P0U3 419-644 limits assumed): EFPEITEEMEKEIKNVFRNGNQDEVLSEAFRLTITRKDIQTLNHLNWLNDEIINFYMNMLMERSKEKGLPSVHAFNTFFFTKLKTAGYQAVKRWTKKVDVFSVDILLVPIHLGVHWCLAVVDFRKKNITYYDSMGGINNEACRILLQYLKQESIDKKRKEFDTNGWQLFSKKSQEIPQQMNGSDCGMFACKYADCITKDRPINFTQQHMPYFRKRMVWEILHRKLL
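Compound: 10 µM single point, 0.5% DMSO; Test system: hSENP1 catalytic domain, recombinant; Timing: 50 min reaction at room temperature; Technique: FRET, CFP and YFP emission; Control set: no-enzyme wells low, DMSO-plus-enzyme wells high control.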
A3A deaminase: inhibitors of human APOBEC3A DNA deaminase; P31941; recombinant A3A, FAM/TAMRA ssDNA deamination fluorescence; inhibition, % at 20 µM; 0.41% of 330,000 active;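 active = at least 40% inhibition at 20 µM here, with at most 30% in a related deaminase screen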;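 also: plate controls were A3A with DMSO for no effect and wells lacking A3A enzyme for full effect; some results filed as inactive read as strong as hits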
Target sequence (P31941 whole entry, looked up): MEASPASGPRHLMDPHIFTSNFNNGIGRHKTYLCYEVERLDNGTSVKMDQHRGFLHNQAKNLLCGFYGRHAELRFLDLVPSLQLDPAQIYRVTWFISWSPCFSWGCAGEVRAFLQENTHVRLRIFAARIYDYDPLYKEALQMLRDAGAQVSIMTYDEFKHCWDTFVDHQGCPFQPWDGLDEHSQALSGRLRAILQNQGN
beta cell repl: inducers of beta-cell replication in MIN6 cells | 0.29% of 330,000 active | AID 2380 | proliferation, % at 10 µM | MIN6 cells proliferation, ATPlite luminescence, 48 h; cells starved in 0.2% serum; 100% = growth in 10% serum;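 active = compounds whose signal lies at least 3.5 SD above the mean of all wells on their plate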;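 also: 0% = DMSO-treated cells in low-serum medium and 100% = 10% serum control; some compounds called inactive have numbers as strong as hits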
hIAP activ: increases human intestinal alkaline phosphatase activity; P09923; purified human IAP, CDP-Star luminescence, 30 min; hits give high values; 1 = vehicle-only enzyme, 0 = enzyme-free background; activation factor at 10 µM; 0.16% of 330,000 active; AID 2524;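 active = activation factor of the enzyme at least 2-fold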; also: the source names both 10 and 20 µM as test concentration; values of inactives mirror those of a sister screen read the other way
The depositor's hits bear a star; · = not tested or not shown.

SMILES	mIAP activ	hIAP inh	NALP3 yeast inh	A3G deaminase	mIAP inh	SENP1 inh	A3A deaminase	beta cell repl	hIAP activ
O=C(Nc1nccs1)c1cc(S(=O)(=O)N2CCOCC2)c(Cl)cc1Cl	0.95	5	12	-9	5	0	-3	-3	0.95
O=S1(=O)CCN2N=C(C34CC5CC(CC(C5)C3)C4)SC2=N1	1.1	-5	18	6	-9	2	-3	-2	1.1
S=C(NCc1ccccc1)NNc1ccccc1	1	19	23	-8	0	1	-1	-5	0.81
COc1ccc(NC(=O)C(c2ccccn2)N(C(C)=O)c2ccc(C)cc2)cc1 (configuration not stated)	0.95	4	-4	-5	5	0	-1	-3	0.96
Nc1cnc(Nc2ccc(Br)cc2)nc1N	1.1	-2	31	-4	-6	1	0	-2	1
O=C(Nc1ccc(-c2ccc3nncn3n2)cc1)c1ccc(Br)o1	0.97	-1	-4	1	3	-4	5	-3	1
COC(=O)[C@@]12CCCCN1[C@H](c1ccc(-c3cccc(Cl)c3)cc1)[C@H]1C(=O)N(C)C(=O)[C@H]12	1	-18	-4	-11	-3	-1	-1	-8	1.2
Cc1cccc(N(C(=O)c2sc(C)nc2C)C(C(=O)NCC2CCCO2)c2ccccc2)c1 (configuration not stated)	0.93	-6	16	-6	7	0	-2	-2	1.1
CCN(CC)S(=O)(=O)c1cccc(C(=O)OCC(=O)Nc2ccccc2OC(F)F)c1	0.99	-2	8	0	1	3	1	-3	1
Cc1ccc(-c2nc(CS(=O)CC(=O)NC3CCCC(C)C3C)c(C)o2)cc1 (configuration not stated)	1.1	-7	-2	-6	-8	4	-3	-2	1.1
Fc1ccccc1Cn1nnc2c(NCc3ccccn3)ncnc21	0.92	-4	7	-1	8	-2	-1	-1	1
Cc1ccc(C(=O)COC(=O)COc2ccccc2O)cc1C	1.1	-12	10	-6	-7	0	-5	-4	1.1
COc1ccccc1-n1c(SCC(=O)Nc2nnc(C)s2)nc2c(c1=O)SCC2	0.97	-18	4	-3	3	-2	4	-2	1.2
CC1=C(C(=O)Nc2cccc(C)c2C)C(c2cccs2)NC(=S)N1 (configuration not stated)	0.96	-2	4	-6	4	1	-3	-4	1
NC(=O)/C(=C\c1ccccc1)NC(=O)/C=C/c1ccccc1	1	-11	1	3	-5	-3	0	1	1.1
CCn1c(SCC(=O)N/N=C/c2ccccc2OCC(=O)O)nnc1-c1ccc(C)cc1	0.99	-4	5	3	1	4	8	-1	1
COc1c(S(=O)(=O)N2CCN(C)CC2)ccc(Cl)c1Cl	1.1	-16	14	-1	-10	0	-1	-1	1.2
CCCCCCCCN1[C@@H](CC(=O)OC)c2cc(C(F)(F)F)ccc2S1(=O)=O	0.97	-2	18	-2	3	4	1	-4	1
CC(C)(C)C1=NN(C(=O)c2ccccc2)C(O)(C(C)(C)C)C1 (configuration not stated)	0.97	3	20	-3	3	3	-1	0	0.97
Fc1cccc(Cl)c1CSc1ccc(-c2ccco2)nn1	0.98	6	18	4	2	0	6	-1	0.94
CCOC(=O)C[N+]1(C)CCN(C(C)=O)CC1	0.91	17	20	-3	9	2	2	-2	0.83
Cc1ccc(-c2nnc(SC(C)C#N)n2N)cc1 (configuration not stated)	1	-27	4	-2	-4	2	1	-2	1.3
COCCn1c(SCC(=O)N2CCc3ccccc32)nc2c(c1=O)SC(C)C2 (configuration not stated)	1	6	12	-13	-4	0	-2	-6	0.94
O=C(CSc1n[nH]c(-c2ccco2)n1)Nc1ccccc1	0.97	-4	3	-3	3	2	-2	-5	1
CC(CC1CC(C)(C)OC1=O)C(=O)Nc1nncs1 (configuration not stated)	0.94	-6	10	-4	6	3	0	-3	1.1

Continued.
SMILES	mIAP activ	hIAP inh	NALP3 yeast inh	A3G deaminase	mIAP inh	SENP1 inh	A3A deaminase	beta cell repl	hIAP activ
Cc1cc(C)n(-c2nc(C)nc3c2cnn3-c2ccccc2)n1	0.98	-8	7	-3	2	-1	-6	0	1.1
O=C(O)c1cnn2c(C(F)F)cc(C3CC3)nc12	0.95	5	-10	-5	5	3	-3	1	0.95
Cc1cc(C)n(C(=O)CNC(=O)c2ccc(Cl)cc2Cl)n1	1	11	30	-4	-2	3	0	0	0.89
Cc1ccccc1OCC(=O)N/N=C/c1ccncc1	1	4	8	-9	0	0	-4	2	0.96
Cc1ccccc1C1NC(=S)NC2=C1C(=O)CCC2 (configuration not stated)	0.95	-1	8	-15	5	-4	-1	1	1
Cc1ccc(CC2C(=O)N(c3ncccn3)C(=O)C2C)cc1 (configuration not stated)	1.1	-2	6	-13	-8	1	-3	1	1
c1ccc2c(c1)OCC(CNCC1COc3ccccc3O1)O2 (configuration not stated)	1.1	-17	30	-7	-5	0	-2	-1	1.2
CCC(=O)Nc1ccc(C(=O)Cn2ncc(Cl)c(Cl)c2=O)cc1	1.1	4	-5	6	-12	-8	12	-6	0.96
Cc1cc(NC(=O)c2cc(Cl)ccc2Cl)no1	0.93	17	8	-6	7	-1	-3	-2	0.83
Cc1ccc(C)c(N2CCN(C(=O)c3ccc(N4CCCC4=O)cc3)CC2)c1	0.99	18	-2	-6	1	1	-5	3	0.82
CCCC(=O)Nc1nnc(-c2ccc3c(c2)OCO3)s1	0.96	-6	4	-4	4	1	-2	-2	1.1
O=C(NCc1ccccc1)C1CCCN(c2nc3ccsc3c(=O)s2)C1 (configuration not stated)	1	-8	1	-4	-3	-2	0	3	1.1
COc1cc2c(OC)cccc2cc1C(=O)O	0.95	20	18	-2	4	0	7	-3	0.8
CCOC(=O)C1CCCN(Cc2nc(C3CC3)no2)C1 (configuration not stated)	0.98	10	7	2	2	-1	4	-2	0.9
C=CCN(C(=O)c1csnn1)C(C(=O)NCc1ccc(F)cc1)c1ccccc1F (configuration not stated)	0.92	-10	8	-6	8	0	-1	-3	1.1
COCCNC(=S)NNc1ccccc1[N+](=O)[O-]	0.91	23	22	-6	9	2	1	0	0.77
CC1CN(c2ccc([N+](=O)[O-])nc2)CC(C)O1 (configuration not stated)	1	-5	23	4	-2	2	3	-3	1.1
COc1ccc(C(C#N)Nc2ccccc2)cc1 (configuration not stated)	1	6	-9	-10	0	·	-3	-1	0.94
COc1cc(OC)cc(C(=O)OCC(=O)Nc2ccc(N3CCCCC3)cc2)c1	1.1	3	14	-3	-13	2	-2	-2	0.97
CC(=O)Nc1ccc(S(=O)(=O)NNC(=O)COc2cccc(C)c2)cc1	1	21	26	30	-2	3	-8	-2	0.79
CN(C)c1ccc(C2SCCN2C(=O)c2ccc([N+](=O)[O-])cc2)cc1 (configuration not stated)	0.93	-18	6	-4	7	1	-2	-1	1.2
CCNS(=O)(=O)c1ccc(CCC(=O)Nc2ccc3c(c2)OCCO3)cc1	1	3	6	-6	-3	2	-5	0	0.97
C=CCSc1cc(C)nc2c(-c3ccc(Cl)cc3)c(C)nn12	0.88	13	1	-4	12	1	-1	3	0.87
NC(=O)C1CCN(C(=O)CSCc2ccccc2Cl)CC1	1.1	-9	-5	-2	-6	2	1	-3	1.1
Cn1cc(/C=C(\NC(=O)c2ccccc2Cl)C(=O)N2CCOCC2)c2ccccc21	0.91	-16	2	-2	9	-2	-3	-2	1.2
O=c1[nH]ncn2cccc12	1.1	8	5	4	-8	1	-6	-2	0.92
Cc1nc2c(C)cccc2c2c1CCN2c1ccccc1F	0.97	23	15	-11	3	-3	-3	3	0.77
C/C(CC(=O)Nc1cc(C)ccn1)=N\NC(=O)c1ccc(C(C)(C)C)cc1	0.97	-9	8	-16	3	-5	-1	-3	1.1
COc1ccc([C@H]2CC(=O)C=C(c3ccc(Cl)c(C(F)(F)F)c3)C2)cc1	0.98	-6	15	-11	2	-2	-2	-7	1.1
COc1ccc(NS(=O)(=O)c2ccc(F)c(F)c2F)cc1S(=O)(=O)N1CCOCC1	1	6	9	-8	-5	0	0	1	0.94

3 of the entries above in order of the SENP1 inh value, rising:
Molecule | mIAP activ | hIAP inh | NALP3 yeast inh | A3G deaminase | mIAP inh | SENP1 inh | A3A deaminase | hIAP activ
O=C(NCc1ccccc1)C1CCCN(c2nc3ccsc3c(=O)s2)C1 (configuration not stated) | 1 | -8 | 1 | -4 | -3 | -2 | 0 | 1.1
S=C(NCc1ccccc1)NNc1ccccc1 | 1 | 19 | 23 | -8 | 0 | 1 | -1 | 0.81
CC(=O)Nc1ccc(S(=O)(=O)NNC(=O)COc2cccc(C)c2)cc1 | 1 | 21 | 26 | 30 | -2 | 3 | -8 | 0.79

Compounds from the list above with four or more nitrogen atoms (11):
SMILES	mIAP activ	hIAP inh	NALP3 yeast inh	A3G deaminase	mIAP inh	SENP1 inh	A3A deaminase	beta cell repl	hIAP activ
Nc1cnc(Nc2ccc(Br)cc2)nc1N	1.1	-2	31	-4	-6	1	0	-2	1
O=C(Nc1ccc(-c2ccc3nncn3n2)cc1)c1ccc(Br)o1	0.97	-1	-4	1	3	-4	5	-3	1
Fc1ccccc1Cn1nnc2c(NCc3ccccn3)ncnc21	0.92	-4	7	-1	8	-2	-1	-1	1
COc1ccccc1-n1c(SCC(=O)Nc2nnc(C)s2)nc2c(c1=O)SCC2	0.97	-18	4	-3	3	-2	4	-2	1.2
CCn1c(SCC(=O)N/N=C/c2ccccc2OCC(=O)O)nnc1-c1ccc(C)cc1	0.99	-4	5	3	1	4	8	-1	1
Cc1ccc(-c2nnc(SC(C)C#N)n2N)cc1 (configuration not stated)	1	-27	4	-2	-4	2	1	-2	1.3
O=C(CSc1n[nH]c(-c2ccco2)n1)Nc1ccccc1	0.97	-4	3	-3	3	2	-2	-5	1
Cc1cc(C)n(-c2nc(C)nc3c2cnn3-c2ccccc2)n1	0.98	-8	7	-3	2	-1	-6	0	1.1
C=CCN(C(=O)c1csnn1)C(C(=O)NCc1ccc(F)cc1)c1ccccc1F (configuration not stated)	0.92	-10	8	-6	8	0	-1	-3	1.1
COCCNC(=S)NNc1ccccc1[N+](=O)[O-]	0.91	23	22	-6	9	2	1	0	0.77
C/C(CC(=O)Nc1cc(C)ccn1)=N\NC(=O)c1ccc(C(C)(C)C)cc1	0.97	-9	8	-16	3	-5	-1	-3	1.1

Screening data from PubChem.

Not all compounds are listed. The share of hits here may be higher or lower than overall.
